Assay outcomes deposited in PubChem BioAssay by The Scripps Research Institute Molecular Screening Center.
CHRM1 agonist = human M1 muscarinic receptor agonists, primary screen, Fluo-8 calcium fluorescence, CHO-K1 cells, HTS; Muscarinic acetylcholine receptor M1 (Homo sapiens), P11229; CHO-K1 hM1, agonist mode; 0% DMSO, 100% acetylcholine EC100; activation, % at 3 µM; 360,000 compounds, 0.33% hits; AID 588814, 2011;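 active = activation above the run's mean compound activation plus 3 SD, cut at about 16% in these data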;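 also: peak over basal fluorescence ratio within a 140 s kinetic read after compound addition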
Target sequence (P11229 whole entry, looked up): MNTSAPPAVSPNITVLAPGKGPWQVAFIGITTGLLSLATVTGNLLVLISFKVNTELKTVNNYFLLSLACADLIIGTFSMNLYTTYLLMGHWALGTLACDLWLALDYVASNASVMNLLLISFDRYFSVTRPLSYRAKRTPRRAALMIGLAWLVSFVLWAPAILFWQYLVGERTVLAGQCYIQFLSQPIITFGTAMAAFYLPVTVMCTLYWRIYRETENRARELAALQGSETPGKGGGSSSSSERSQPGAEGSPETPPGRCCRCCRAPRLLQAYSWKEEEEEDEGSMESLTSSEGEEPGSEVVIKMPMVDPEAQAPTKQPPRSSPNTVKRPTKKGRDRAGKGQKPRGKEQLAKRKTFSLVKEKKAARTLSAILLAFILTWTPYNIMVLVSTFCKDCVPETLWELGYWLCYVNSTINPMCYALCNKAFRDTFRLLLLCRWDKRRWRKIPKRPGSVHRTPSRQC
V1aR counter = agonists of human V1a receptor, primary screen, counter-screen for OXTR agonist project, fluorescence, CHO-V1R cells; Vasopressin V1a receptor (Homo sapiens), P37288; Fluo-8 calcium fluorescence, agonist mode; 0% DMSO, 100% 3 nM vasopressin; activation, % at 3 µM; 320,000 compounds, 0.25% hits;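 active = activation above the mean activation of all tested compounds plus 3 SD, per screening run, cut at about 20% in these data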;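 also: signal is peak over basal fluorescence ratio across a 100 second FLIPR read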
Target sequence (P37288 whole entry, looked up): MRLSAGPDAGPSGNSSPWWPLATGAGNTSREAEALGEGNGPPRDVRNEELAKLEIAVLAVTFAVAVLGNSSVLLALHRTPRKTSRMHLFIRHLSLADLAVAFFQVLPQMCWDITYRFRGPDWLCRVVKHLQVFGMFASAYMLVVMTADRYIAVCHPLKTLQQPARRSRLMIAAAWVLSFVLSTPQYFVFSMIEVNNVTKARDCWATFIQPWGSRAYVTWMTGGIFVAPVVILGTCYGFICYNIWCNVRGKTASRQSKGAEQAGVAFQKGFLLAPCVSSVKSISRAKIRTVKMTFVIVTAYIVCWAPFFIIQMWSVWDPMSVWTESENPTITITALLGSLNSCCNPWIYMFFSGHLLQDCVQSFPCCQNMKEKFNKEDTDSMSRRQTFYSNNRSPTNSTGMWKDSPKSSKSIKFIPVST
OXTR potentiator = human OXTR potentiators, primary screen, fluorescence, CHO-OTR cells, Fluo-8 calcium; Fluo-8 calcium fluorescence, potentiator mode; 0% = oxytocin EC15, 100% = EC100; activation, % at 3 µM; Oxytocin receptor (Homo sapiens), P30559; AID 2445, 2010; 320,000 compounds, 0.061% hits;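 active = activation above that plate's cutoff, the mean activation of tested compounds plus 3 SD, cut at about 6.6% in these data, passing the limit was not always enough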;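 also: 100% uses oxytocin at 75 nM as the full agonist control; some results filed as inactive read as strong as hits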
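System: human OTR in CHO cells / Also added: sub-maximal oxytocin, roughly EC15 / Control set: EC15 oxytocin low, 75 nM oxytocin high / Schedule: 6 min compound pre-incubation at room temperature, 100 s kinetic read / Compound: single-point 3.0 µM / Replication: singlicate / Technique: Fluo-8 calcium dye fluorescence / Read-out basis: % activation of max/min ratio relative to oxytocin controls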
OXTR ag = human OXTR agonists, primary screen, fluorescence, CHO-OTR cells, Fluo-8 calcium; Oxytocin receptor (Homo sapiens), P30559; Fluo-8 calcium fluorescence; normalized: DMSO 0%, oxytocin 100%; activation, % at 3 µM; 320,000 compounds, 0.32% hits; AID 2435, 2010;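 active = activation above the mean of all tested compounds plus 3 SD, cutoff set per screening run, cut at about 20% in these data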;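 also: peak over basal fluorescence ratio from a 100 s FLIPR kinetic read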
M1 PAM = human M1 muscarinic receptor positive allosteric modulators, primary screen, CHO-K1 cells, Fluo-8 calcium fluorescence, 1536-well | activation, % at 3 µM | AID 588819, 2011 | 360,000 compounds, 0.088% hits | CHO-K1 hM1, ACh EC20; 0% = ACh EC20, 100% = maximal ACh; in the data active = activation above about 19%, passing the limit was not always enough
TAAR1 antagonist = human TAAR1 antagonists, primary screen, Fluo-8 calcium fluorescence, CHO RD-HGA16 cells; Trace amine-associated receptor 1 (Homo sapiens), Q96RJ0; antagonist; inhibition, % at 3 µM; 360,000 compounds, 1.5% hits; AID 624466, 2012;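 active = inhibition above a per-plate cutoff, the mean inhibition of test compounds on that plate plus 3 SD, cut at about 49% in these data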;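 also: 0% = DMSO plus EC80 beta-PEA response and 100% = DMSO alone without agonist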
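Material: CHO RD-HGA16 cells bearing hTAAR1; compound dosing: one-point dosing, 3 µM nominal final; schedule: dye loading 75 min at 37 °C, then 30 min room temperature; measured by: calcium fluorescence with Fluo-8; control set: vehicle and agonist controls; replication: n of 1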
TAAR1 ag = human TAAR1 agonists, primary screen, Fluo-8 calcium fluorescence, CHO RD-HGA16 cells. activation, % at 3 µM. vehicle wells 0%, saturating PEA agonist 100%. Trace amine-associated receptor 1 (Homo sapiens), Q96RJ0. AID 624467, 2012. 360,000 compounds, 0.99% hits;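 active = activation above the mean activation of all test compounds in the run plus 3 SD, cut at about 38% in these data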
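System: CHO-derived RD-HGA16 cells with stable Gα16 and human TAAR1. Times: 17-24 h plating, Fluo-8 75 min 37 °C, 30 min RT. Measured by: calcium-sensitive Fluo-8 signal, excitation 470-495, emission 515-575 nm. Read-out basis: % activation relative to PEA EC100 response. Control set: DMSO and PEA EC100. Repeats: no replicates (n 1).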
CHO parental Ca = ATP-evoked calcium signal inhibitors, parental CHO, primary screen, counter-screen for OX1R antagonist project, cell-based, fluorescence, Fluo-8 calcium dye. parental CHO-K1, ATP-induced calcium, Fluo-8 fluorescence. inhibition, % at 5.6 µM. 330,000 compounds, 0.63% hits. AID 463079, 2010;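 active = inhibition above that plate's mean sample inhibition plus 3 SD, cut at about 26% in these data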;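 also: 0% = ATP-challenged DMSO wells and 100% = DMSO wells without ATP; some compounds past the cut are filed as inactive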
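Assay system: parental CHO cells; Read-out basis: percent inhibition of ATP-evoked calcium rise, normalized to controls; Benchmarks: ATP and no-ATP DMSO wells; Compound dosing: single nominal dose of 5.6 µM per compound; Signal: Fluo-8 calcium dye fluorescence; Also added: ATP as calcium-mobilizing challenge; Repeats: singlicate.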
CHRM1 antagonist = human M1 muscarinic receptor antagonists, primary screen, CHO-K1 cells, Fluo-8 calcium fluorescence, 1536-well; inhibition, % at 3 µM; Muscarinic acetylcholine receptor M1 (Homo sapiens), P11229; AID 588852, 2011; 360,000 compounds, 1.3% hits; CHO-K1 hM1, ACh EC80 antagonist;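 active = percent inhibition above its own plate's cutoff, namely the mean of that plate's compound wells plus 3 SD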;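 also: peak over basal fluorescence ratio during 140 s after agonist addition; 0% = ACh EC80 plus DMSO and 100% = DMSO alone without agonist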
The depositor's hits bear a star; · = not tested or not shown; & = joins results of further samples.

SMILES	CHRM1 agonist	V1aR counter	OXTR potentiator	OXTR ag	M1 PAM	TAAR1 antagonist	TAAR1 ag	CHO parental Ca	CHRM1 antagonist
O=C(CSc1nc2ccc([N+](=O)[O-])cc2s1)c1ccc2ccccc2c1	1.3	·	·	·	7.8	-32.2	-0.4	·	-6.8
CC(=O)Cc1ccccc1OCC(=O)O	-4.2	0.5	-3.4	0.2	-1.6	-0.2	3.5	-11.1	1.7
CCOC(=O)Cc1nnc2c(Nc3ccc(Cl)cc3)nc3nonc3n12	5.3	7.8	-19.8	9.9	2.8	18.7	12.3	18.0	-0.5
CC1(c2ccc3ccccc3c2)NC(=O)N(CC(=O)N2CCN(S(=O)(=O)c3ccccc3F)CC2)C1=O (configuration not stated)	-1.6	5.6	-7.2	2.7	4.2	14.2	5.4	8.7	6.0
CC1c2ccccc2N(S(=O)(=O)c2ccccc2)C1C (configuration not stated)	-5.8	·	·	·	1.8	-12.1	-2.2	·	-8.4
COc1ccccc1C(CNC(=O)c1ccc(-c2ccccc2Cl)o1)N1CCCC1 (configuration not stated)	-5.1	11.9	-12.0	6.4	-24.2	-14.7	11.5	-35.0	84.3*
Cc1ccc(S(=O)(=O)/N=C2\C=C(NS(=O)(=O)c3ccccc3)C(=O)c3ccccc32)c(C)c1	-2.1	·	·	·	19.7	-0.3	3.1	·	-5.6
OC(COc1ccc2ccccc2c1)CN1CCOCC1 (configuration not stated)	0.6&-2.9	1.1	1.0	3.3	1.2&-1.3	0.3&6.5	1.5&6.7	-1.2	-2.3&4.0
COc1ccc(N(CC(=O)NCCC2=CCCCC2)S(=O)(=O)c2ccc(C)cc2)cc1	·	-1.4	-32.9	-0.2	·	·	·	-12.9	·
CCOC(=O)C(C#N)c1ccccn1 (configuration not stated)	-4.4	1.1	-3.8	-0.3	-2.9	4.4	12.0	-3.6	12.1
Cc1ncc([N+](=O)[O-])n1Cc1ccc(Br)cc1	-8.2	2.0	-8.8	0.2	0.8	-1.2	3.8	-2.8	-7.0
CC1(C)OC2OC(COC(=O)c3ccc([N+](=O)[O-])cc3)C3OC(C)(C)OC3C2O1 (configuration not stated)	-7.1	1.3	-1.4	-2.3	1.8	-8.8	-2.3	-6.2	3.1
CS(=O)(=O)c1nc(S(=O)(=O)c2ccc(Cl)cc2)c(N2CCCCC2)s1	-6.3	0.0	-2.9	-0.8	8.1	0.8	-2.3	-10.2	-9.7
CCCOC1CCCN(C(=O)c2ccc(OC3CCN(C(=O)CCOC)CC3)cc2)C1 (configuration not stated)	-0.2	1.1	-10.2	0.6	12.9	-9.7	3.6	21.4	-14.6
O=C(NC1CCCC1)c1c(O)nc2sccn2c1=O	-1.3	-0.4	2.2	-1.9	2.8	-2.0	0.2	-2.1	5.5

Sorted by value in M1 PAM (largest number first): 5 from the list above
| SMILES | M1 PAM |
| --- | --- |
| CS(=O)(=O)c1nc(S(=O)(=O)c2ccc(Cl)cc2)c(N2CCCCC2)s1 | 8.1 |
| CC1(c2ccc3ccccc3c2)NC(=O)N(CC(=O)N2CCN(S(=O)(=O)c3ccccc3F)CC2)C1=O (configuration not stated) | 4.2 |
| CC1(C)OC2OC(COC(=O)c3ccc([N+](=O)[O-])cc3)C3OC(C)(C)OC3C2O1 (configuration not stated) | 1.8 |
| CCOC(=O)C(C#N)c1ccccn1 (configuration not stated) | -2.9 |
| COc1ccccc1C(CNC(=O)c1ccc(-c2ccccc2Cl)o1)N1CCCC1 (configuration not stated) | -24.2 |

(further entries)
SMILES	CHRM1 agonist	V1aR counter	OXTR potentiator	OXTR ag	M1 PAM	TAAR1 antagonist	TAAR1 ag	CHO parental Ca	CHRM1 antagonist
CCOc1ccc(Br)cc1C(=O)N/N=C/c1cccnc1	-5.6	0.8	-8.5	-1.1	7.1	2.5	-0.3	-9.8	-16.7
O=C1NC(Cc2ccc(O)cc2)c2nc3ccc(Cl)cc3c(=O)n2-c2ccccc21 (configuration not stated)	·	3.2	0.6	3.8	·	·	·	-1.1	·
C/C(C=O)=C/c1ccccc1	-3.0	0.8	-3.4	1.1	-8.6	-14.4	2.0	-8.6	14.8
CCOC(=O)C1(C)CCN1C(=O)c1csnn1 (configuration not stated)	-3.3	·	·	·	4.3	-3.0	4.3	·	-7.3
COc1ccc(NC(=O)C2CCCN(CCCc3ccccc3)C2)cc1OCC(C)C (configuration not stated)	5.5	14.6	-5.6	19.3	-10.3	18.9	17.9	-8.5	21.7
COC(=O)c1ccc(NC(=O)NCCCl)cc1	-2.1	0.7	-13.3	1.0	3.3	-7.5	8.4	-5.2	-3.1
O=C(NCc1n[nH]c(=S)n1-c1ccccc1)c1ccco1	-6.5	-0.1	-6.5	0.7	2.9	0.5	6.9	-8.0	-6.5
Cc1ccc(S(=O)(=O)N2CCN(C(=O)c3ccccc3)C2)cc1[N+](=O)[O-]	-7.8	0.2	-3.5	-0.5	3.9	-1.8	1.0	-1.5	0.7
O=C(Nc1nnc(COc2ccc(Cl)cc2)s1)C1CCCO1 (configuration not stated)	-1.4	1.5	-8.8	6.1	-2.4	-2.3	11.4	-6.2	-16.2
Nc1ccccc1-c1nc2ccccc2s1	-1.9	5.4	0.1	-1.8	12.2	-14.1	-2.3	-22.1	-21.6
O=C(O)c1cccc(NC(=S)NC(=O)c2cncc(Br)c2)c1	-3.1	1.1	0.7	-0.2	7.8	-19.1	2.0	-3.1	-10.5
COc1ccc(C(=O)c2c3ccccc3[n+]([O-])n2CCC(N)=O)cc1	-4.5	-0.5	-5.2	-0.2	0.8	13.3	1.7	-17.2	0.7
COc1ccc(CCNC(=O)C2CCCN2S(=O)(=O)c2cccc3nsnc23)cc1OC (configuration not stated)	-1.9	0.8	-4.7	0.5	9.5	5.4	1.5	-11.8	-12.0
CS(=O)(=O)c1ccc(-c2cccc(NC(=O)c3ccco3)c2)nn1	-2.2	0.5	-13.4	4.4	9.6	1.8	2.8	-5.3	-13.9
CSCCC(NC(=O)c1ccccc1Br)C(=O)NCC(c1ccco1)N1CCCCC1 (configuration not stated)	-5.5	0.2	1.7	-0.3	6.0	-14.2	0.3	-32.1	-4.9

Molecules above that have a furan ring, fused or not (four):
SMILES	CHRM1 agonist	V1aR counter	OXTR potentiator	OXTR ag	M1 PAM	TAAR1 antagonist	TAAR1 ag	CHO parental Ca	CHRM1 antagonist
COc1ccccc1C(CNC(=O)c1ccc(-c2ccccc2Cl)o1)N1CCCC1 (configuration not stated)	-5.1	11.9	-12.0	6.4	-24.2	-14.7	11.5	-35.0	84.3*
O=C(NCc1n[nH]c(=S)n1-c1ccccc1)c1ccco1	-6.5	-0.1	-6.5	0.7	2.9	0.5	6.9	-8.0	-6.5
CS(=O)(=O)c1ccc(-c2cccc(NC(=O)c3ccco3)c2)nn1	-2.2	0.5	-13.4	4.4	9.6	1.8	2.8	-5.3	-13.9
CSCCC(NC(=O)c1ccccc1Br)C(=O)NCC(c1ccco1)N1CCCCC1 (configuration not stated)	-5.5	0.2	1.7	-0.3	6.0	-14.2	0.3	-32.1	-4.9

Continuation.
SMILES	CHRM1 agonist	V1aR counter	OXTR potentiator	OXTR ag	M1 PAM	TAAR1 antagonist	TAAR1 ag	CHO parental Ca	CHRM1 antagonist
CN(Cc1ccccc1)C(=O)CN1C(=O)NC(C)(c2ccc(C(C)(C)C)cc2)C1=O (configuration not stated)	0.8	5.3	-11.1	2.9	8.5	-9.3	4.3	-26.7	-5.1
O=C(O)CC(NC(=O)C12CC3CC(CC(C3)C1)C2)c1ccc(OC2CCCC2)cc1 (configuration not stated)	-6.7	1.7	-11.7	1.2	9.4	-2.3	0.1	-18.7	-4.8
CC(C)(C)OC(=O)N[C@H]1C=C[C@H](OC(=O)CC(=O)OCC(F)(F)F)C1	-3.4	·	·	·	3.4	-12.1	3.9	-9.8	-11.6
Cc1cccc(OCc2nnc(SCC(=O)N(C(C)C)C(C)C)n2Cc2ccco2)c1C	-4.0	-0.3	-5.0	-1.4	-0.7	-12.1	15.3	-36.2	-0.6
CCN(CC)S(=O)(=O)c1ccc(/C=C/C(=O)Nc2ccc(N3CCOCC3)cc2)cc1	-0.6	3.0	-11.5	0.7	2.9	-31.8	8.5	-2.2	-4.5
CCN1C(=O)[C@H]2[C@@H](c3ccc(-c4ccc(F)cc4)cc3)N[C@@](C)(C(=O)OC)[C@H]2C1=O	-7.8	-0.7	-2.1	-1.0	-0.6	2.0	0.9	-10.5	2.9
Cc1c(NC(=O)CN2C(=O)C(=O)c3ccccc32)c(=O)n(-c2ccccc2)n1C	-5.4	0.9	-2.5	1.2	8.0	-10.8	2.6	-12.5	-4.9
O=C1CN(C(=O)c2cc(Br)c(Br)s2)c2ccccc2N1	-2.7	-0.1	-18.1	4.7	7.2	6.8	23.8	-32.9	-4.9
O=c1[nH]c2ccccc2n1Cc1ccc(F)cc1	9.4	2.2	-6.9	-0.3	5.5	3.5	-0.8	1.3	-4.8
O=C1/C(=C/c2cccs2)Sc2ccccc21	-4.4	-0.2	-8.0	-2.4	3.7	-12.7	-1.5	-7.0	-3.2

Quoted from the listing:
OXTR potentiator, O=c1[nH]c2ccccc2n1Cc1ccc(F)cc1 is entered as -6.9
TAAR1 ag, CCN(CC)S(=O)(=O)c1ccc(/C=C/C(=O)Nc2ccc(N3CCOCC3)cc2)cc1 is entered as 8.5
